WT yeast gro inh: growth inhibition of WT yeast, mitochondrial fusion screen; mitochondrial fusion phenotypic screen, WT strain; inhibition, % at 10 µM; 190,000 tested, 2.1% active; in the data active = inhibition above about 58%; tested in S. cerevisiae
West Nile antiviral: West Nile virus antiviral activity, cell-based, CPE readout (AID 1621) | West Nile virus-infected cells, CPE inhibition; higher % means a stronger effect | 290,000 tested, 0.02% active | CPE inhibition, % at 10 µM; hits with a dose series show IC50 in µM; in the data active = a potency from the dose series; also: strong numbers were not always called active
Salmonella PhoP GFP: inhibitors of PhoP regulon expression, primary screen, Salmonella Typhimurium, GFP reporter (AID 1863) | inhibition, % at 50 µM, or IC50 in µM where a hit was titrated | S. Typhimurium PhoP-regulated promoter GFP reporter, 4 h; higher % means a stronger effect | 300,000 tested, 0.16% active;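 active = inhibition over 29.93%, a cutoff 3 SD above the screen mean, later confirmed by dose response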;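 also: 0% = low Mg2+ inducing control and 100% = high Mg2+ repressing control; strong numbers were not always called active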
Large T inhibition: TAg ATPase/helicase activity blockers – biochemical (AID 1903); SV40 large T antigen ATPase/helicase inhibition assay; higher % means a stronger effect; inhibition, % at 20 µM, or IC50 in µM where a hit was titrated; 310,000 tested, 0.39% active; in the data active = a potency from the dose series; also: strong numbers were not always called active
bCat nuc transl: alters nuclear translocation of beta-catenin in HeLa cells | immunofluorescence imaging | nuclear translocation activity, % at 5 µM | 190,000 tested, 0.3% active;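 active = nuclear translocation activity above 50% at 5 µM, with a well cell count of 50 or more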;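 also: per-cell ratio of nuclear to cytoplasmic median beta-catenin stain intensity; plate controls were DMSO negative control for no effect and GSK-3 inhibitor IX positive control for full effect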
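Test system: human HeLa cells, native beta-catenin. Compound dosing: 5 µM primary single dose, 0.1% DMSO, 0.02–20 µM confirmation series. Incubation: compound exposure 24 h at 37°C. Detection: beta-catenin immunostaining with DAPI counterstain, 20x imaging, 6 fields/well. Read-out basis: Nuclear/cytoplasmic beta-catenin signal ratio, % activation.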
Rac1 GTP hydrolysis: MgcRacGAP GTPase-activating activity inhibitors, confirmation, biochemical, ADP Hunter fluorescence; MgcRacGAP-stimulated Rac1 GTP hydrolysis, ADP Hunter fluorescence; higher % means a stronger effect; GST-tagged Rac1 F28L mutant substrate; inhibition, % at 30 µM, or IC50 in µM where a hit was titrated; 340,000 tested, 0.6% active; AID 624330;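 active = first-screen hits whose inhibition reached a set limit at any dose in the follow-up dose series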;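 also: fluorescence reports GDP produced by GAP-driven GTP hydrolysis; strong numbers were not always called active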
RSV CPE inhibition: inhibition of RSV-induced cytopathic effect – HEp-2 cells, primary 10 µM value included (AID 2391); HEp-2 cells, RSV-induced CPE inhibition; higher % means a stronger effect; CPE inhibition, % at 10 µM, or IC50 in µM where a hit was titrated; 310,000 tested, 0.13% active; in the data active = a potency from the dose series; also: strong numbers were not always called active
T cell modulator: T cell immune modulators affecting CD8 T cell-vesicle binding; 2C CD8+ T cell-vesicle binding, flow cytometry; hits give low values; calls only at 7 µM; 330,000 tested, 0.068% active; AID 2052;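 active = response, share of CD8 T cells binding vesicles, and their 90th percentile fluorescence all below set limits, cut at about 80% in these data, passing the limit was not always enough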
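Benchmarks: naked versus QL9-loaded vesicles / Assay system: purified 2C TCR transgenic mouse naive CD8+ T cells / Technique: high-throughput flow cytometry with anti-B7-1 and anti-CD8 staining / Timing: Cell–vesicle co-incubation 1.5 h at 37 °C, staining 20 min on ice / Read-out: percent CD8+ FL2 mean versus row control / Probe or stimulus: QL9-loaded Drosophila micro-vesicles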
Myeloid diff 2: compounds promoting myeloid differentiation; ER-HoxA9 myeloid progenitors, lysozyme-GFP differentiation, flow cytometry; calls only at 10 µM; 360,000 tested, 1% active; AID 624256;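 active = normalized GFP-positive differentiation at or above the plate's own cutoff, the solvent-only control mean plus 3 SD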;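 also: cells exposed to compound for four days before flow analysis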
WT yeast gro inh mutant strain: recorded beside WT yeast gro inh, whose call it bears; inhibition, %; mitochondrial fusion phenotypic screen, mutant strain inhibition
bCat nuc transl cell count 5 µM: also measured in bCat nuc transl; calls as there; cell count; measured here: cell count, cytotoxicity flag
T cell modulator vesicle-bound %: recorded beside T cell modulator, whose call it bears; double positive events, %; measured here: CD8+ vesicle-bound cell fraction;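 binding gate set so that unloaded-vesicle control wells show 10% double positive cells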
Myeloid diff 2 GFP+ MAC1+ %: second read-out of Myeloid diff 2, no call of its own (marks repeat the call); GFP+ MAC1+ double positive, %; measured here: differentiation confirmed by MAC1 staining
Active calls of the source: *; i = inactive; nt = not tested or not shown; + = active, no number.

Structure	RSV CPE inhibition	Myeloid diff 2	West Nile antiviral	bCat nuc transl cell count 5 µM	bCat nuc transl	Myeloid diff 2 GFP+ MAC1+ %	WT yeast gro inh mutant strain	T cell modulator	Salmonella PhoP GFP	WT yeast gro inh	Large T inhibition	T cell modulator vesicle-bound %	Rac1 GTP hydrolysis
O=C(NCc1cccs1)C1CCCN1C(=O)Nc1cccc(Cl)c1 (stereo unspecified)	1.6%	i	-0.6%	1100	0.7	0.4	5	i	-11%	-3	4%	55	13%
Cc1ccc(S(=O)(=O)Nc2cccc(C(=O)NCc3ccc(S(N)(=O)=O)cc3)c2)cc1	0.6%	i	0.0%	nt	nt	1.2	nt	i	0%	nt	13%	6	4%
CCOC(=O)c1c(NC(=O)N/N=C/c2ccc(O)c(OC)c2)sc(C(C)=O)c1C	9.3%	nt	0.6%	1353	0.1	nt	nt	i	-5%	nt	15%	47	nt
O=C(Nc1ccc(Br)cc1C(=O)O)c1ccc2c(c1)C(=O)N(Cc1ccccc1)C2=O	1.5%	i	-0.6%	nt	nt	0.8	nt	i	4%	nt	0%	16	12%
C=CCNC(=O)Nc1ccc(Cl)cn1	2.1%	i	-0.3%	595	-2.5	0.4	7	i	14%	14	0%	49	3%
COc1ccc(-c2nc3c4c(ncn3n2)-c2ccccc2CC42CCCC2)cc1	5.2%	i	-0.8%	872	3.7	0.3	-7	i	-22%	16	1%	20	10%
Cc1ccc2c(c1)c1c3n2CCCN(Cc2ccccc2)C3CCC1 (stereo unspecified)	0.2%	+	3.3%	1168	-1.2	2.8*	78*	i	2%	81*	6%	55	-5%
Cc1[nH]c(C)c(S(=O)(=O)N2CCN(c3ccccc3)CC2)c1C(=O)N1CCCCC1	0.6%	i	-0.6%	nt	nt	1.7	nt	i	0%	nt	0%	51	7%
CS(=O)(=O)N1CCC(C(=O)N2CCN(c3ccccc3)CC2)CC1	1.9%	i	-0.1%	531	-1.1	0.4	15	i	0%	3	5%	57	nt
Cc1ccc(NC(=O)CSCC(=O)Nc2nnc(C3CC3)s2)cc1	0.5%	i	nt	nt	nt	1.0	nt	i	-7%	nt	21%	51	7%
COC(=O)C(N)Cc1ccc(OC)c([N+](=O)[O-])c1 (stereo unspecified)	-1.2%	i	-0.3%	1179	-2.5	0.6	nt	i	5%	nt	4%	31	4%
COC(=O)N1CCN(c2ccc(C)c(C)c2)CC1	0.5%	nt	-0.5%	1031	8.8	nt	-28	i	4%	-11	1%	43	nt
CC(C)(C)c1nc2c(C#N)c(-c3ccc(Cl)cc3)ccn2n1	-0.2%	i	-0.1%	1062	2.4	0.4	52	i	-7%	49	4%	10	9%
Cc1c(NC(=O)NC(=O)c2ccc(F)cc2)c(=O)n(-c2ccccc2)n1C	-0.3%	i	0.0%	839	-3.0	0.2	9	i	2%	-2	10%	36	13%
CCC(=C/c1sc2ccc3ccccc3c2[n+]1C)/C=C1\Sc2ccc3ccccc3c2N1C	4.7%	nt	-1.4%	nt	nt	nt	nt	i	15%	nt	30%	51	9%
Cc1cccc(C(=O)NC2CC3CCCC(C2)N3Cc2ccccc2)c1 (stereo unspecified)	-0.4%	i	-0.9%	nt	nt	0.3	nt	i	0%	nt	27%	53	7%
COc1ccc(CC(=O)Nc2ccc(-c3csc(C)n3)cc2)cc1	4.2%	i	0.3%	1201	-2.7	0.7	6	i	3%	12	4%	28	-1%
COc1ccc(NC(=O)CSCc2cc(=O)n3cc(C)sc3n2)cc1	nt	i	0.0%	nt	nt	1.0	nt	i	-1%	nt	5%	30	2%
O=C(c1ccc(F)cc1)N1CCCCC(S(=O)(=O)c2ccccc2)C1=O (stereo unspecified)	0.3%	i	0.5%	541	-1.7	0.3	-13	i	-2%	0	-15%	50	3%
Cc1cc(OC(=O)c2ccccc2Cl)ccc1N1C(=O)CCC1=O	1.8%	i	0.6%	1496	0.0	0.0	2	i	-8%	4	12%	30	-1%
CC(=O)c1cccc(OCC(O)CN2CCN(S(=O)(=O)c3c(F)cccc3F)CC2)c1 (stereo unspecified)	1.6%	i	-0.4%	nt	nt	0.7	nt	i	0%	nt	3%	30	27%
NNC(=O)CSc1c(-c2cccs2)[nH]c2ccccc12	1.2%	i	-0.8%	1147	-0.3	0.8	-13	i	6%	2	2%	40	4%
CCCN1C(=O)c2cc(C(=O)NC3CCCC3)ccc2C1O (stereo unspecified)	-0.6%	i	-0.6%	nt	nt	1.1	-1	i	5%	-2	29%	48	8%
COc1cccc(NC(=O)COc2nc3ccccc3nc2C)c1	6.5%	i	-0.2%	510	3.1	1.5	1	i	-3%	-13	2%	33	-23%
CCSC1(SCC)N=C(N)C2(C#N)C(c3ccccc3)NC3=C(CCC3)C12C#N (stereo unspecified)	0.8%	i	0.4%	1144	0.4	1.1	17	i	-16%	1	13%	15	12%
COc1cc(C(=O)N2CCCc3ccccc32)cc(OC)c1OC	0.9%	i	-0.2%	82*	53*	0.3	-10	i	1%	-4	7%	40	8%
CC1CC(C)CN(CCCNC(=O)c2ccc(N3CCCC3=O)cc2)C1 (stereo unspecified)	-1.4%	i	-0.4%	nt	nt	1.5	nt	i	-9%	nt	10%	38	5%
COc1cc(/C=C(/C#N)c2nc3ccccc3c(=O)[nH]2)ccc1O	3.6%	i	-0.7%	557	-5.3	0.9	1	i	-3%	-4	22%	43	19%
Cc1[nH]c2ccccc2c1/C=N/NS(=O)(=O)c1ccccc1	4.6%	i	0.3%	1135	-0.2	0.4	3	i	6%	0	30%	20	21%
CCn1cc([C@@H]2C[C@H]3CN(Cc4cccc(Cl)c4)C(=O)[C@]34CCCN24)c(C)n1	0.0%	i	-0.5%	1540	0.2	0.1	-12	nt	1%	0	4%	nt	2%
CCCS(=O)(=O)N1CCC(C(=O)c2cccc(C(F)(F)F)c2)CC1	-0.2%	i	-0.5%	1177	-4.1	6.8	2	i	6%	-3	-1%	27	0%
CN(Cc1ccccc1)C(=O)c1[nH]cnc1C(=O)Nc1cccc(Cl)c1	0.1%	i	nt	nt	nt	2.0	nt	i	nt	nt	nt	26	9%
CC(C)N1CCc2c(sc(NC(=O)CN3C(=O)c4ccccc4C3=O)c2C(N)=O)C1	2.1%	i	0.3%	1130	-4.7	0.7	-2	i	-5%	1	5%	38	5%
C=CCOc1c(Cl)cc(C(=S)N2CCCC2)cc1OCC	1.3%	i	1.1%	nt	nt	0.6	nt	i	6%	nt	0%	59	12%
C=CCNc1nc(NCc2ccco2)nc(OCC)n1	0.6%	i	-0.3%	1153	-1.1	0.7	10	i	-5%	3	2%	57	-2%
C=C(C)CN(CC)C(=O)CN1C(=O)NC(C)(c2ccc3ccccc3c2)C1=O (stereo unspecified)	1.0%	i	-0.6%	nt	nt	0.4	nt	i	-2%	nt	24%	45	6%
CCCn1nc(C(=O)NCc2ccc3c(c2)OCO3)c2ccccc2c1=O	-0.1%	i	-1.5%	1146	-1.9	0.4	5	i	13%	43	-2%	38	2%
Cc1ccccc1COC(=O)CN1C(=O)NC2(CCCC2)C1=O	-2.2%	i	nt	nt	nt	0.8	nt	i	-8%	nt	15%	25	6%
O=C(Cn1nnc(-c2ccccc2Cl)n1)N/N=C/c1ccc(-c2cccc(Cl)c2)o1	8.2%	i	-0.2%	1195	0.2	0.2	16	i	4%	12	-10%	44	6%
Cc1cc(C)nc(N/C(=N\S(=O)(=O)Cc2ccccc2)Nc2ccc(F)c(Cl)c2)n1	3.7%	i	-0.9%	1070	-1.7	0.4	-25	i	1%	5	4%	22	2%
O=C(CCC(=O)N/N=C/c1ccccc1O)NCc1ccccc1	1.7%	i	-0.1%	599	-2.0	2.3	-8	i	9%	-4	-2%	33	-17%
CC(=O)c1cccc(S(=O)(=O)N2CCC(c3nc4ccccc4[nH]3)CC2)c1	0.8%	nt	-0.1%	nt	nt	nt	nt	i	11%	nt	-2%	31	6%
O=c1cc(NS(=O)(=O)c2ccccc2)nc(SCc2ccc(Cl)cc2)[nH]1	1.6%	i	-0.1%	981	-1.1	0.3	-6	i	14%	-10	12%	55	9%
CCCCn1c(SCc2nc(N)nc(N3CCCCC3)n2)nc2c1c(=O)n(C)c(=O)n2C	2.2%	i	-0.4%	544	-2.3	0.7	-35	i	4%	-15	4%	50	10%
N#C/C(=C\c1ccccc1O)C(=O)Nc1cccnc1	0.4%	i	0.7%	1315	-0.9	0.1	nt	i	1%	nt	20%	16	0%

Random excerpt: 2 entries already listed
Structure	RSV CPE inhibition	Myeloid diff 2	West Nile antiviral	bCat nuc transl cell count 5 µM	bCat nuc transl	Myeloid diff 2 GFP+ MAC1+ %	WT yeast gro inh mutant strain	T cell modulator	Salmonella PhoP GFP	WT yeast gro inh	Large T inhibition	T cell modulator vesicle-bound %	Rac1 GTP hydrolysis
N#C/C(=C\c1ccccc1O)C(=O)Nc1cccnc1	0.4%	i	0.7%	1315	-0.9	0.1	nt	i	1%	nt	20%	16	0%
C=CCOc1c(Cl)cc(C(=S)N2CCCC2)cc1OCC	1.3%	i	1.1%	nt	nt	0.6	nt	i	6%	nt	0%	59	12%
